HKDC1 inhibitor – inhibitors of human hexokinase HKDC1. Q2TB90. recombinant HKDC1, G6PDH/diaphorase resazurin coupled fluorescence. inhibition, % at 20 µM. 340,000 compounds, 0.16% hits. AID 493160;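 active = inhibition above about 35% when tested at 20 µM, limit read from the data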;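 note: plate controls were DMSO wells with enzyme for no effect and DMSO wells lacking enzyme for full effect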
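Incubation: 90 min at room temperature in dark / Material: recombinant HKDC1 (HK5) hexokinase enzyme, produced in-house / Quantity: enzyme 5 µg/mL final / Compound: one dose of 20 µM, 1% DMSO / Reagent: glucose and ATP substrates / Buffer or medium: Tris pH 8.0 buffer with MgCl2, Tween-20, BSA, BME / Technique: resorufin fluorescence at 613 nm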
Apaf-1 inh – blocks human Apaf-1 apoptosome activity. O14727. reconstituted apoptosome caspase-3 activity, DEVD-Rh110 fluorescence. inhibition, % at 20 µM. 330,000 compounds, 0.71% hits; active = inhibition of at least 40% at 20 µM;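 note: plate controls were DMSO wells for no effect and DEVD-CHO caspase inhibitor wells for full effect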
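Medium: Hepes buffer, pH 7.5 / System: biochemical Apaf-1 apoptosome reconstitution / Measured by: Rh110 fluorescence, excitation 480 nm, emission 540 nm / Times: compound with Apaf-1, dATP, procaspase-3 30 min, then 50 min reaction, room temperature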
SENP7 inh – blocks the human protease SENP7; Q9BQF6; recombinant SENP7, Z-RLRGG-aminoluciferin luminescence, 40 min; inhibition, % at 5 µM; 330,000 compounds, 1.5% hits; AID 434973;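 active = inhibition above about 50% at the single test dose, limit read from the data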;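 note: plate controls were DMSO with enzyme for no effect and no enzyme buffer wells for full effect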
Target sequence (Q9BQF6 706-1050 limits assumed): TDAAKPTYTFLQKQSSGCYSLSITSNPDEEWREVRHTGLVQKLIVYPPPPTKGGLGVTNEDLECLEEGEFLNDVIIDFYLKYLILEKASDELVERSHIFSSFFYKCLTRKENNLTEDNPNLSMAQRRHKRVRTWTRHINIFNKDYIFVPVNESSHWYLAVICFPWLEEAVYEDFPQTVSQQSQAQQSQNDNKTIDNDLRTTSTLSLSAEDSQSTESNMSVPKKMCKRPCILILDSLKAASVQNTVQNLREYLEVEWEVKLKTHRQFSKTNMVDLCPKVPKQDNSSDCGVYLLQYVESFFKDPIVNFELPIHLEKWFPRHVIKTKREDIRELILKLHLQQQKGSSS
SENP1 inh – SENP1 (human) catalytic domain inhibition; Q9P0U3; recombinant SENP1 catalytic domain, CyPet-SUMO1-YPet FRET cleavage; inhibition, % at 10 µM; 360,000 compounds, 0.21% hits; AID 624204;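 active = inhibition at least 30% at 10 µM, raw YFP signal under a set limit, fluorescence ratio 0.5 to 1.5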;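 note: 0% = enzyme with DMSO and 100% = no enzyme wells; some results filed as inactive read as strong as hits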
Target sequence (Q9P0U3 419-644 limits assumed): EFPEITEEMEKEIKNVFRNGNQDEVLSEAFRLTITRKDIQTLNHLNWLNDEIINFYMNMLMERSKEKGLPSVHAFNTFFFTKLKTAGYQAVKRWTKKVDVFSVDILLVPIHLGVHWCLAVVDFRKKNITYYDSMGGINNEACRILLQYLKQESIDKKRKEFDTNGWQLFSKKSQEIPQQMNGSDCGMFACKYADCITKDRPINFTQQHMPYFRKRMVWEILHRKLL
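Material: hSENP1 catalytic domain, recombinant; medium: Tris pH 8 with BME, BSA, NP40 and catalase; compound: single concentration of 10 µM compound, 0.5% DMSO final; technique: FRET read of cyan and yellow fluorescence; timing: 50 min enzyme reaction, room temperature, light-protected; reagent: SFCypet-SUMO1-SFYpet substrate at 25 nM; control set: no-enzyme low, enzyme-DMSO high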
SENP6 inh – blocks the human protease SENP6 | Q9GZR1 | Recombinant SENP6 catalytic domain, aminoluciferin luminescence | inhibition, % at 10 µM | 330,000 compounds, 1.8% hits | AID 2599;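 active = inhibition above about 50% at the single tested dose, limit read from the data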;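 note: plate controls were DMSO wells with enzyme for no effect and DMSO wells lacking enzyme for full effect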
Target sequence (Q9GZR1 628-1112 limits assumed): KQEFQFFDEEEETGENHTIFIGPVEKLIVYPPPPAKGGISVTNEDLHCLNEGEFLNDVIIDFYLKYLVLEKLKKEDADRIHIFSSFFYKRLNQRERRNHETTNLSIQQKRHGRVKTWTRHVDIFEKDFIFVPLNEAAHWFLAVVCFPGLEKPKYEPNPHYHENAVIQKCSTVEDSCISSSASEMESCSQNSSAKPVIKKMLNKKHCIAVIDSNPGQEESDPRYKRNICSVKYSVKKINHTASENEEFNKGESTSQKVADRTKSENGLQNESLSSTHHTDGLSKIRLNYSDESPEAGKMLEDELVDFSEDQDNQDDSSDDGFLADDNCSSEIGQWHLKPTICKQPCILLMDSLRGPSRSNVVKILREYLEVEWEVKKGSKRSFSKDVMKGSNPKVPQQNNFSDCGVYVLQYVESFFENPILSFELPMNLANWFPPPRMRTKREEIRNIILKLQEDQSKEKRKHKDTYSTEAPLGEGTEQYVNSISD
SENP8 block-1 – blocks the human protease SENP8; Q96LD8; purified SENP8, Z-RLRGG-aminoluciferin cleavage, luminescence; inhibition, % at 10 µM; 330,000 compounds, 1.2% hits; AID 2540; in the data active = inhibition above about 50%
SENP8 block-2 – blocks human SENP8 cleavage of Nedd8 substrate | Q96LD8 | recombinant SENP8, Nedd8 substrate fluorescence | inhibition, % at 20 µM | 360,000 compounds, 0.64% hits | AID 602440; in the data active = inhibition mostly above about 40%, no sharp cut-off; inactive = mostly below about 27%
PfGluPho inh – PfG6PD (Plasmodium falciparum) enzyme inhibition; PfGluPho enzyme, NADPH resazurin-diaphorase fluorescence; inhibition, % at 20 µM; 350,000 compounds, 0.78% hits; AID 504690;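 active = inhibition reaching at least a set limit at 20 µM in the primary screen, cut at about 59% in these data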;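 note: 0% = DMSO wells with substrate and 100% = DMSO wells lacking glucose-6-phosphate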
NALP3 yeast inh – NALP3 inhibition in yeast; Yeast reconstituted NLRP3/ASC/caspase-1, beta-gal luminescence, 24 h; inhibition, % at 10 µM; 330,000 compounds, 0.39% hits;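 active = inhibition of 50% or more; inactive = inhibition below 50%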;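 note: plate controls were induced DMSO wells for no effect and uninduced yeast grown without galactose for full effect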
* marks the source's active call; other numbers are inactive results.

Cc1ccc(/C=C(\NC(=O)c2ccc(C)cc2)c2nc(=S)[nH][nH]2)cc1 was read as HKDC1 inhibitor 4, Apaf-1 inh 9, SENP7 inh 8, SENP1 inh -61, SENP6 inh -15, SENP8 block-1 -2, SENP8 block-2 -30, PfGluPho inh 12 and NALP3 yeast inh 5.
For Cc1c(NC(=O)c2ccccc2NS(=O)(=O)c2ccc(F)cc2)c(=O)n(-c2ccccc2)n1C the results were HKDC1 inhibitor -9, Apaf-1 inh -25, SENP7 inh -16, SENP1 inh 2, SENP6 inh -22, SENP8 block-1 -12, SENP8 block-2 5, PfGluPho inh -10 and NALP3 yeast inh -1.
For CCOC(=O)C(=O)Nc1ccccc1C(=O)NCc1ccccc1 the results were HKDC1 inhibitor -4, Apaf-1 inh 3, SENP7 inh 8, SENP1 inh 4, SENP6 inh -6, SENP8 block-1 1, SENP8 block-2 5, PfGluPho inh -11 and NALP3 yeast inh 3.
`COc1ccc(Cc2nc3ccc(C(=O)NCCc4ccncc4)cc3o2)cc1OC` gave HKDC1 inhibitor -9, Apaf-1 inh -6, SENP7 inh -9, SENP1 inh 2, SENP6 inh 1, SENP8 block-1 -1, SENP8 block-2 17, PfGluPho inh -15 and NALP3 yeast inh 11.
NC(=S)N=Nc1ccc(NN=C(N)N)cc1 was read as HKDC1 inhibitor 5, Apaf-1 inh 37, SENP7 inh 11, SENP1 inh 2, SENP6 inh 3, SENP8 block-1 2, SENP8 block-2 16, PfGluPho inh 99* and NALP3 yeast inh 22.
`NC(=S)NC(=O)/C=C/c1ccccc1` gave HKDC1 inhibitor -7, Apaf-1 inh 3, SENP7 inh -10, SENP1 inh 0, SENP6 inh -27, SENP8 block-1 -22, SENP8 block-2 17, PfGluPho inh 3 and NALP3 yeast inh 3.
`Cc1ccc2ccc(S(=O)(=O)NCc3ccccn3)cc2c1` gave HKDC1 inhibitor -1, Apaf-1 inh 0, SENP7 inh -2, SENP1 inh 2, SENP6 inh -8, SENP8 block-1 5, SENP8 block-2 7, PfGluPho inh -1 and NALP3 yeast inh 3.
For COc1ccc(-c2cc(C(=O)Nc3ccc(C(N)=O)cc3)c3ccccc3n2)cc1OC the results were HKDC1 inhibitor -14, Apaf-1 inh -13, SENP7 inh 9, SENP1 inh -5, SENP6 inh 4, SENP8 block-1 -1, SENP8 block-2 -373, PfGluPho inh -7 and NALP3 yeast inh 3.
`O=C(NCc1cccc2ccccc12)Nc1ccccc1` gave HKDC1 inhibitor -5, Apaf-1 inh 11, SENP7 inh 1, SENP1 inh 1, SENP6 inh 2, SENP8 block-1 -3, SENP8 block-2 1, PfGluPho inh 1 and NALP3 yeast inh 26.
Screening COc1ccc(/C=C(/NC(=O)c2ccco2)C(=O)Nc2ccc(C(C)=O)cc2)cc1 returned HKDC1 inhibitor -5, Apaf-1 inh 9, SENP7 inh 1, SENP1 inh 1, SENP6 inh 6, SENP8 block-1 -12, SENP8 block-2 -10, PfGluPho inh 5 and NALP3 yeast inh -8.
For CCCn1c(=O)c(/C(N)=N/O)nn(-c2cccc(C(F)(F)F)c2)c1=O the results were HKDC1 inhibitor -3, Apaf-1 inh -10, SENP7 inh 4, SENP1 inh 2, SENP6 inh 1, SENP8 block-1 -3, SENP8 block-2 19, PfGluPho inh -1 and NALP3 yeast inh 20.
For COc1ccc(/C=N/Nc2snc(SC)c2C#N)cc1OC the results were HKDC1 inhibitor 1, Apaf-1 inh 0, SENP7 inh 4, SENP1 inh -1, SENP6 inh 61*, SENP8 block-1 19, SENP8 block-2 -272, PfGluPho inh 1 and NALP3 yeast inh 16.
Screening O=C(O)c1cscn1 returned HKDC1 inhibitor -4, Apaf-1 inh 1, SENP7 inh 2, SENP1 inh 1, SENP6 inh -15, SENP8 block-1 -6, SENP8 block-2 20, PfGluPho inh -5 and NALP3 yeast inh 24.
Screening COc1cccc(Cn2cnc3c(NS(=O)(=O)c4ccc(Cl)cc4)c(C)c(C)cc32)c1 returned HKDC1 inhibitor -6, Apaf-1 inh 32, SENP7 inh -9, SENP1 inh -1, SENP6 inh -16, SENP8 block-1 -5, SENP8 block-2 11, PfGluPho inh 1 and NALP3 yeast inh 6.
For CC(=O)Nc1ccc(NC(=O)CCc2nc3sc4c(c3c(=O)[nH]2)CCCC4)cc1 the results were HKDC1 inhibitor -1, Apaf-1 inh -3, SENP7 inh -9, SENP1 inh -19, SENP6 inh -21, SENP8 block-1 -8, SENP8 block-2 -17, PfGluPho inh 11 and NALP3 yeast inh 3.
`Cc1noc(C)c1CSc1nnc(-c2ccccc2)o1` gave HKDC1 inhibitor -4, Apaf-1 inh 9, SENP7 inh -15, SENP1 inh 2, SENP6 inh -14, SENP8 block-1 -13, SENP8 block-2 6, PfGluPho inh -2 and NALP3 yeast inh 1.
For Cc1sc2ncnc(N3CCC(C(=O)Nc4sc5c(c4C(N)=O)CCC(C)C5)CC3)c2c1C (stereo not drawn) the results were HKDC1 inhibitor 9, Apaf-1 inh 22, SENP7 inh 7, SENP1 inh -1, SENP6 inh 2, SENP8 block-1 5, SENP8 block-2 -33, PfGluPho inh -1 and NALP3 yeast inh 10.
COc1ccc(OCC(O)CN2CCCCC2)cc1 (stereo not drawn) was read as HKDC1 inhibitor -5, Apaf-1 inh 13, SENP7 inh -8, SENP1 inh 2, SENP6 inh -12, SENP8 block-1 -8, SENP8 block-2 12, PfGluPho inh 15 and NALP3 yeast inh 1.
`Cc1ccc(C)c(N(CC(=O)N2CCCC2)S(C)(=O)=O)c1` gave HKDC1 inhibitor -3, Apaf-1 inh 6, SENP7 inh -13, SENP1 inh -2, SENP6 inh -4, SENP8 block-1 -12, SENP8 block-2 0, PfGluPho inh 1 and NALP3 yeast inh 10.
COc1ccc(-c2cc(C#N)nc(N3CCN(C)CC3)n2)cc1 was read as HKDC1 inhibitor -7, Apaf-1 inh 8, SENP7 inh 3, SENP1 inh -1, SENP6 inh 17, SENP8 block-1 0, SENP8 block-2 -66, PfGluPho inh 1 and NALP3 yeast inh 18.
O=C(CCS(=O)(=O)c1ccccc1)Nc1nc2cc3c(cc2s1)OCCO3 was read as HKDC1 inhibitor 1, Apaf-1 inh 13, SENP7 inh 6, SENP1 inh -6, SENP6 inh 8, SENP8 block-1 -3, SENP8 block-2 -12, PfGluPho inh 13 and NALP3 yeast inh 23.
Screening O=C(NCCO)c1cccc2c1-c1ccccc1C2=O returned HKDC1 inhibitor -5, Apaf-1 inh -1, SENP7 inh 0, SENP1 inh -1, SENP6 inh -9, SENP8 block-1 2, SENP8 block-2 7, PfGluPho inh -2 and NALP3 yeast inh 2.
CS(=O)(=O)N(CC(=O)NCc1ccc2c(c1)OCO2)Cc1ccc(Cl)cc1 was read as HKDC1 inhibitor -3, Apaf-1 inh 4, SENP7 inh 0, SENP1 inh -1, SENP6 inh 5, SENP8 block-1 1, SENP8 block-2 22, PfGluPho inh -11 and NALP3 yeast inh 6.
For CCc1ccc2[nH]c(=O)c(CN(Cc3ccc4c(c3)OCO4)Cc3nnnn3C3CCCC3)cc2c1 the results were HKDC1 inhibitor -5, Apaf-1 inh 29, SENP7 inh -4, SENP1 inh -8, SENP6 inh -8, SENP8 block-1 -13, SENP8 block-2 -89, PfGluPho inh 0 and NALP3 yeast inh 24.
Screening CCCCCCCNC(=O)CN1C(=O)CSc2ccc(S(=O)(=O)N3CCOCC3)cc21 returned HKDC1 inhibitor 1, Apaf-1 inh 7, SENP7 inh -10, SENP1 inh 3, SENP6 inh -2, SENP8 block-1 2, SENP8 block-2 15, PfGluPho inh 1 and NALP3 yeast inh 22.
O=[N+]([O-])c1c(O)c(Cl)cc(Cl)c1Cl (tested in a mixture with another compound) was read as HKDC1 inhibitor 7, SENP1 inh -1, SENP8 block-2 23 and PfGluPho inh -15.
Screening NS(=O)(=O)c1cccc(NC(=O)COC(=O)C2CCCCC2)c1 returned HKDC1 inhibitor -6, Apaf-1 inh 11, SENP7 inh -6, SENP1 inh 4, SENP6 inh 6, SENP8 block-1 -12, SENP8 block-2 5, PfGluPho inh -5 and NALP3 yeast inh 6.
`CCOC(=O)Cc1csc(NC(=O)Nc2cccs2)n1` gave HKDC1 inhibitor -5, Apaf-1 inh 0, SENP7 inh -5, SENP1 inh 1, SENP6 inh -14, SENP8 block-1 -8, SENP8 block-2 9, PfGluPho inh 1 and NALP3 yeast inh 7.
For Cc1cccc2cc(CN(CCN3CCCC3)C(=O)NC3CCCCC3)c(=O)[nH]c12 the results were HKDC1 inhibitor 0, Apaf-1 inh 6, SENP7 inh 0, SENP1 inh -2, SENP6 inh 1, SENP8 block-1 -3, SENP8 block-2 -122, PfGluPho inh -8 and NALP3 yeast inh 22.
For O=[N+]([O-])c1ccc(NCc2ccncc2)cc1 the results were HKDC1 inhibitor 0, Apaf-1 inh 2, SENP7 inh -2, SENP1 inh -2, SENP6 inh 4, SENP8 block-1 0, SENP8 block-2 27, PfGluPho inh 10 and NALP3 yeast inh 5.
Screening CNC(=O)CN(c1ccc(C23CC4CC(CC(C4)C2)C3)cc1)S(C)(=O)=O returned HKDC1 inhibitor -5, Apaf-1 inh 7, SENP7 inh 11, SENP1 inh 1, SENP6 inh -3, SENP8 block-1 -1, SENP8 block-2 20, PfGluPho inh 14 and NALP3 yeast inh 17.
`COc1ccc(Br)cc1CN(C)CC(=O)Nc1c(Cl)ccc(C)c1Cl` gave HKDC1 inhibitor 1, Apaf-1 inh -1, SENP7 inh 2, SENP1 inh 3, SENP6 inh 3, SENP8 block-1 4, SENP8 block-2 13, PfGluPho inh -41 and NALP3 yeast inh 18.
`Cc1ccc(C(=O)N/N=C/c2cc(C)n(-c3ccc(Br)cc3)c2C)cc1[N+](=O)[O-]` gave HKDC1 inhibitor 0, Apaf-1 inh 12, SENP7 inh 3, SENP1 inh 3, SENP6 inh -19, SENP8 block-1 -2, SENP8 block-2 39, PfGluPho inh 1 and NALP3 yeast inh -4.
O=c1ccnc(Sc2ncccc2[N+](=O)[O-])[nH]1 was read as HKDC1 inhibitor 0, Apaf-1 inh -5, SENP7 inh -8, SENP1 inh 2, SENP6 inh -22, SENP8 block-1 6, SENP8 block-2 12, PfGluPho inh 17 and NALP3 yeast inh 12.
`CCC(=O)Nc1cccc(NC(=O)CSc2nnc(C3CC3)n2C)c1` gave HKDC1 inhibitor 3, Apaf-1 inh -7, SENP7 inh 3, SENP1 inh 1, SENP6 inh -5, SENP8 block-1 -3, SENP8 block-2 18, PfGluPho inh -8 and NALP3 yeast inh 4.
COc1cccc(CC2(CO)CCCN(Cc3ccc(OC(F)F)cc3)C2)c1 (stereo not drawn) was read as HKDC1 inhibitor 3, SENP1 inh -31, SENP8 block-2 10 and PfGluPho inh 8.

No new results follow: entries from further up.
`CCC(=O)Nc1cccc(NC(=O)CSc2nnc(C3CC3)n2C)c1` gave HKDC1 inhibitor 3, Apaf-1 inh -7, SENP7 inh 3, SENP1 inh 1, SENP6 inh -5, SENP8 block-1 -3, SENP8 block-2 18, PfGluPho inh -8 and NALP3 yeast inh 4.
COc1cccc(CC2(CO)CCCN(Cc3ccc(OC(F)F)cc3)C2)c1 (stereo not drawn) was read as HKDC1 inhibitor 3, SENP1 inh -31, SENP8 block-2 10 and PfGluPho inh 8.

Screening results from PubChem BioAssay.
